BLM helicase inh = blocks DNA unwinding by human BLM helicase | Potency, µM (doses to about 56.1 µM), for the others: at the top dose activity change, negative = inhibition, actives largely listed as inhibitors | recombinant BLM DNA unwinding, fluorescence dequenching | 350,000 tested, 0.2% active;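 further: plate controls were vehicle for no effect and no enzyme for full effect; nearly all actives have a fitted effect of over 35% in size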
BAZ2B block = blocks human BAZ2B. Q9UIF8. Potency, µM (doses to about 114 µM), for the others: at the highest dose activity change, negative = inhibition, hits mostly inhibitors. AlphaScreen BAZ2B-H3K14Ac peptide displacement. 360,000 tested, 4.4% active; further: on the % scale 0 is the no-effect control and ±100 the full control effect; nearly all actives have a fitted effect of over 60% in size
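Inhibition is scored as reduced AlphaScreen emission. The BAZ2B/b-H3(5-23)K14Ac complex (50 nM each) in PBS pH 7.4, 0.01% Tween-20 meets compound (up to 110 uM) for 30 min at RT before bead addition.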
APEX1 inh = blocks human APE1 abasic DNA cleavage. recombinant APE1, TAMRA/BHQ-2 abasic DNA cleavage fluorescence. Potency, µM (doses to about 65.8 µM), inactives show at the highest dose activity change, negative = inhibition, actives largely listed as inhibitors. 350,000 tested, 0.35% active;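 further: plate controls were vehicle for no effect and reference inhibitor for full effect; nearly all actives have a fitted effect of over 55% in size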
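Substrate: short duplex with […] THF abasic site, 5'-TAMRA and 3'-BHQ-2, 50 nM final. APE1 at 0.75 nM, preincubated 15 min RT with compound. Fluorescence increase from first to third read measured activity.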
Pol beta inh = DNA polymerase beta (human) inhibition. P06746. Pol beta primer extension/strand displacement, fluorescence kinetic. Potency, µM (series often up to 114 µM), inactives show at the top dose activity change, negative = inhibition, actives largely listed as inhibitors. 340,000 tested, 1.3% active; further: on the % scale 0 is the no-effect control and ±100 the full control effect
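Kinetic readout of DNA synthesis with strand displacement by Pol beta. Compound and 10 nM enzyme sit 15 min at room temperature; 50 nM substrate starts the reaction, read immediately and at 10 min.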
Pol kappa inh = DNA polymerase kappa (human) inhibition; Q9UBT6; purified Pol kappa, fluorescent DNA synthesis assay, 10 min; Potency, µM (titrated, usually from 107 µM), without a hit: top-dose activity, negative = inhibition, usual class: inhibitors; 400,000 tested, 0.53% active; further: on the % scale 0 is the no-effect control and ±100 the full control effect
Target sequence (Q9UBT6 whole entry, looked up): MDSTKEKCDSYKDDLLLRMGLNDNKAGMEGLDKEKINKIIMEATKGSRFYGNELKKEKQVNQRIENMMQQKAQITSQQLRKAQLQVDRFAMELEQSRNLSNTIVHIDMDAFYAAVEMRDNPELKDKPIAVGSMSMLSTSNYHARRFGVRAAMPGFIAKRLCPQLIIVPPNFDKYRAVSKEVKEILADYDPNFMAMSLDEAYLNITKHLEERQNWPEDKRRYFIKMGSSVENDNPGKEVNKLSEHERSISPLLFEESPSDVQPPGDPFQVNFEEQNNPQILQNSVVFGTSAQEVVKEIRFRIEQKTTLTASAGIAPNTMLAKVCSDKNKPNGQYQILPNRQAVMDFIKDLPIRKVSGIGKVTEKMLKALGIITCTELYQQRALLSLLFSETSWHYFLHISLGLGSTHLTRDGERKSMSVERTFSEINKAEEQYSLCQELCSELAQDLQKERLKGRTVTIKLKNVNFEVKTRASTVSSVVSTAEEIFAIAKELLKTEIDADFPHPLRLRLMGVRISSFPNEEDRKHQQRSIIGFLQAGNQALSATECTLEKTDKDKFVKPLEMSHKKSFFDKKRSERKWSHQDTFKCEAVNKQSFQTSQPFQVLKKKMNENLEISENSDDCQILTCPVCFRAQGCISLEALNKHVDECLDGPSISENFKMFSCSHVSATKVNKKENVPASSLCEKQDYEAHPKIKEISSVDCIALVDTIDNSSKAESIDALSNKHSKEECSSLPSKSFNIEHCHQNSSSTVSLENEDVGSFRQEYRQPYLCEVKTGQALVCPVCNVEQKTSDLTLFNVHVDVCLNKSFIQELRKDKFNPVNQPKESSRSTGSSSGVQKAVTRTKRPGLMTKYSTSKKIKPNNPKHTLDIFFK
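Enzyme at 10 nM met test compounds for 15 min at room temperature. Substrate addition (50 nM final) began the reaction, which was monitored by fluorescence at 0 and 10 min.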
Pol eta inh = inhibitors of human DNA polymerase eta. Q9Y253. recombinant Pol eta, fluorescent DNA replication assay. Potency, µM (highest dose often 114 µM), without a hit: at the highest dose activity change, negative = inhibition, actives largely listed as inhibitors. 390,000 tested, 1.2% active. AID 588591; further: on the % scale 0 is the no-effect control and ±100 the full control effect
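Pol eta at 10 nM preincubated with compounds 15 min at room temperature; reaction started with fluorescent substrate (50 nM final) and read kinetically at 0 and 10 min.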
Pol iota inh = DNA polymerase iota (human) inhibition | Potency, µM (series often up to 115 µM), for inactives: at the highest dose activity, negative = inhibition, hits mostly inhibitors | Pol iota fluorescent replication assay, 10 min | 390,000 tested, 1% active
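Pol iota at 10 nM preincubated 15 min with compounds at room temperature; reaction started with fluorescent substrate, 50 nM final. Fluorescence read kinetically at 0 and 10 min; buffer-only wells as negative control.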
Apoferritin bind = binds horse apoferritin like a general anesthetic. P02791. apoferritin/1-aminoanthracene competitive binding, fluorescence. Potency, µM (titrated, usually from 77.5 µM), inactives show at the highest dose activity change, negative = displacement, usual class: inhibitors. 350,000 tested, 0.074% active; further: on the % scale 0 is the no-effect control and ±100 the full control effect; nearly all actives have a fitted effect of over 20% in size
Target sequence (P02791 2-175 limits assumed): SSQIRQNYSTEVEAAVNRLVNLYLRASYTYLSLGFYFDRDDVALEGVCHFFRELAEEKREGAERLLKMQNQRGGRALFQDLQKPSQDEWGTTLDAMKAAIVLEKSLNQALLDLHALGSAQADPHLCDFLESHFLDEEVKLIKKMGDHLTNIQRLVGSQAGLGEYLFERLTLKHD
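Read-out: endpoint 1-AMA fluorescence, excitation 380 nm and emission 535 nm, after compounds sit 10 min at room temperature with 10 uM horse-spleen apoferritin in 50% saturated 1-AMA/PBS. Values come from four-parameter Hill fits.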
G9a inh = blocks human histone lysine methyltransferase G9a. Q96KQ7. G9a H3K9 monomethylation, AlphaScreen, 2 h. Potency, µM (top dose mostly 102 µM), for inactives: at the highest dose activity, negative = inhibition, actives largely listed as inhibitors. 350,000 tested, 8.8% active; further: on the % scale 0 is the no-effect control and ±100 the full control effect; nearly all actives have a fitted effect of over 75% in size
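Using a bead-based AlphaScreen, monomethylated H3K9 product from 2 h room-temperature reactions (G9a 20 nM, peptide 500 nM, SAM 20 uM) was detected with 0.5 ug/mL rabbit anti-H3K9me1 antibody.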
The depositor's hits bear a star; ? = inconclusive; nt = no result given; [ ] = another dose, or the depositor's remark. The call rests on the fitted dose curve; in most records, active means well fitted curve in the direction sought with a large enough effect; inconclusive means small, poorly fitted or top-dose-only effect, or another doubt; inactive means no such curve, though single readings can be large; an effect the other way counts as inactive or inconclusive. Potency means the concentration at half of the fitted maximal effect.

BLM helicase inh	BAZ2B block	APEX1 inh	Pol beta inh	Pol kappa inh	Pol eta inh	structure	Pol iota inh	Apoferritin bind	G9a inh
-2%	2%	-2%	4%	-9%	0%	O=C(COC(=O)CNC(=O)C12CC3CC(CC(C3)C1)C2)NC1CCS(=O)(=O)C1 (configuration not stated)	42%[activator]	-19%	3%[59 µM]
1%	2%	-2%	34%	4%	0%	Cc1ccc(NC(=S)N2CCN(C3CCCCC3)CC2)cc1	15%	-5%	4%
1%	1%	-5%	5%	6%	-14%	CCCn1c(=O)c2sccc2n2c(CCCC(=O)NCc3cccnc3)nnc12	63%[activator]	0%	nt
-1%	0%	nt	5%	12%	-7%	COc1ccc(NC(=O)C2CCCN(S(=O)(=O)c3cccc4nonc34)C2)cc1Cl (configuration not stated)	-5%	-14%	-1%[59 µM]
-1%	-9%	0%	53%	-13%	-4%	COCCNC(=O)C1CCN(C(=O)C2CC(=O)N(c3ccc(C)cc3)C2)CC1 (configuration not stated)	148%[activator]	-7%	-1%
1%	5%	3%	9%	-5%	-12%	Cc1ccc(NC2=CC(=O)CC(c3ccccc3)C2)cc1 (configuration not stated)	88%[activator]	8%	10%[59 µM]
2%	-36%	1%	3%	-5%	-9%	O=C(NCCCn1ccnc1)/C(=C/c1ccco1)NC(=O)c1ccco1	24%	-4%	-31%
-12%	-10%	nt	-7%	2%	-6%	CCn1cc2nc(SCc3cc(C)ccc3C)n(CCc3ccccc3)c(=O)c2n1	-14%	8%	-4%[59 µM]
0%	-1%	2%	-17%	-19%	10%	CC(c1ccccc1)n1cc(C(=O)NCC2COc3ccccc3O2)nn1 (configuration not stated)	10%	-9%	?
-7%	-4%	0%	19%	-16%	10%	NNC(=O)CNc1ccccc1Cl	94%[activator]	?	1%
-2%	?	16%	8%	0%	-10%	CC(C)(C)C1CCC(=NNc2nc3ccccc3[nH]2)CC1 (configuration not stated)	28%	-7%	40µM*
0%	-4%	0%	41%	6%	-5%	CCOc1ccc(CN2CCNC(=O)C2CC(=O)OC)cc1 (configuration not stated)	10%	1%	?
1%	-13%	61%[activator]	1%	-16%	-6%	CC1CCCCN1C(=O)CCC(=O)Nc1nnc(C2CCCCC2)s1 (configuration not stated)	25%	0%	12%
nt	1%	13%	nt	-6%	-2%	COc1ccc(C(CNC(=O)CSc2ccc(Br)cc2)N2CCOCC2)cc1 (configuration not stated)	9%	nt	-34%[12.7 µM]
nt	nt	5%	nt	2%	-11%	CCN(C[C@H]1N[C@@](Cc2ccccc2)(C(=O)OC)[C@H]2C(=O)N(C)C(=O)[C@@H]12)C(=O)c1ccccc1	18%	nt	nt
0%	4%	nt	10%	-9%	3%	COc1ccc(NC(=O)Cn2cnc3c(nc4n3CCCCC4)c2=O)cc1Cl	11%	-5%	2%[59 µM]
1%	-12%	23%	17%	-19%	-21%	COc1cc2c(cc1OC)-c1cc(Nc3cccc(C)c3)nc(=O)n1CC2	74%[activator]	-10%	-33%
2%	-1%	-1%	11%	3%	3%	COc1ccccc1CNC(=O)Cn1cnc2ccccc2c1=O	13%	-10%	-5%
-3%	-35%	38%	15%	-4%[60.1 µM]	0%	CC(=O)c1ccc([N+](=O)[O-])c(CS(=O)(=O)c2ccc(Cl)cc2)c1	-12%	6%	-27%
-5%	nt	-4%	nt	-1%[60.1 µM]	nt	CC(=O)[C@]1(O)CCC2C3CC(C)C4=CC(=O)C=CC4(C)[C@@]3(F)C(O)C[C@]21C (some centres not stated)	nt	-4%	?
2%	1%	nt	-1%	-11%[60.1 µM]	-25%	COc1ccccc1NC(=O)C1CCCN(c2ncnc3onc(-c4ccc(F)cc4)c23)C1 (configuration not stated)	3%	-5%	0%[59 µM]
-5%	-18%	4%	-4%	-14%	10%	COc1ccc(NC(=O)Cn2nnc(C(=O)Nc3ccc(F)c(Cl)c3)c2N)cc1	?	-18%	14%[59 µM]
nt	nt	24%	nt	-5%	9%	O=C(Nc1cc(S(=O)(=O)N2CCOCC2)ccc1N1CCOCC1)c1ccccc1Cl	83%[activator]	nt	nt
2%	14%	8%	10%	-8%	-2%	COc1ccc(-c2nc(-c3ccncc3)no2)cc1OC	19%	-7%	20%[59 µM]
2%	5%	-5%	-7%	-7%	-21%	O=C(COC(=O)CCc1ccc(S(=O)(=O)N2CCOCC2)cc1)NCc1ccccc1Cl	28%	-11%	-28%
-4%	12%	12%	50%	-10%	-4%	CCOC(=O)C1(C)Oc2cccnc2NC1=O (configuration not stated)	123%[activator]	-11%	nt
nt	-2%	17%	nt	-9%	-13%	O=C(NCC1(N2CCOCC2)CCCCC1)c1cccc(S(=O)(=O)Nc2ccc(F)cc2)c1	-9%	nt	-2%[2.33 µM]
-1%	-3%	nt	1%	-6%[60.1 µM]	-8%	Cc1ccc(S(=O)(=O)Nc2ccc3[nH]c(=O)sc3c2)cc1C	-7%	-9%	-2%[59 µM]
-10%	-12%	-3%	18%	-10%	-9%	CCCCNC(=S)N1CCn2cccc2C1c1ccc(F)cc1 (configuration not stated)	155%[activator]	-20%	?
-10%	-31%	-3%	27%	-12%	-11%	CCN(c1ccccc1)S(=O)(=O)c1ccc(NC(=S)NC(=O)c2ccc(Br)o2)cc1	-8%	-14%	-9%
-6%	-16%[57.1 µM]	nt	-29%	-6%	-4%	CC(C)NC(=O)CCn1c(SCc2c(F)cccc2Cl)nc2c(sc3ccccc32)c1=O	21%	-5%	4%[59 µM]
-5%	0%	1%	1%	-9%	0%	CC(NC(=O)CSc1n[nH]c(=O)[nH]c1=O)C1CC2CCC1C2 (configuration not stated)	-1%	-5%	26%[59 µM]
0%	0%	nt	15%	-11%[60.1 µM]	-4%	COc1ccccc1OCC(=O)NCCS(=O)(=O)N1CCN(c2ccccc2OC)CC1	1%	-4%	7%[59 µM]
-6%	-3%	-5%	-2%	2%	-25%	Cc1cc2c(c(SCC(=O)NCc3ccc(Cl)cc3)n1)C(=O)OC2	9%	-8%	1%
5%	0%	nt	13%	2%	-18%	CC1=C(C(=O)OC2CCCCCC2)C(c2ccc(Cl)cc2Cl)CC(=O)N1 (configuration not stated)	31%	-10%	7%[59 µM]
-12%	8.9µM*	0%	16%	-8%[60.1 µM]	-7%	COC(=O)C1=C(C(=O)OC)SC(=C2C(=S)C(C)(C)N(C(=O)C(C)C)c3ccccc32)S1	18%	?	1.8µM*
3%	4%	nt	5%	-10%[60.1 µM]	nt	Cc1c(CCNC(=O)C(C)(C)C)sc2nc(-c3ccc(F)cc3)nn12	-3%	1%	?
4%	4%	2%	25%	4%	4%	CC1(C)CNC(=O)c2sc(N3CCOCC3)nc2C1	?	-1%	11%[59 µM]
0%	-21%	-4%	14%	-9%	-12%	O=C(O)c1ccccc1Nc1ccnc(Cl)n1	-13%	-1%	6%
-5%	-12%	-9%	11%	-1%	-15%	COC(=O)c1ccccc1NC(=S)NC(=O)c1ccccc1C	-17%[58.9 µM]	-22%	?

Part of the list above, limited to G9a inh and Pol iota inh:
SMILES	G9a inh	Pol iota inh
CCN(c1ccccc1)S(=O)(=O)c1ccc(NC(=S)NC(=O)c2ccc(Br)o2)cc1	-9%	-8%
CC(C)NC(=O)CCn1c(SCc2c(F)cccc2Cl)nc2c(sc3ccccc32)c1=O	4%[59 µM]	21%
CC(NC(=O)CSc1n[nH]c(=O)[nH]c1=O)C1CC2CCC1C2 (configuration not stated)	26%[59 µM]	-1%
COc1ccccc1OCC(=O)NCCS(=O)(=O)N1CCN(c2ccccc2OC)CC1	7%[59 µM]	1%
Cc1cc2c(c(SCC(=O)NCc3ccc(Cl)cc3)n1)C(=O)OC2	1%	9%

(list continues)
BLM helicase inh	BAZ2B block	APEX1 inh	Pol beta inh	Pol kappa inh	Pol eta inh	structure	Pol iota inh	Apoferritin bind	G9a inh
-9%	7%	-17%	-2%	2%	-21%	NC(=O)c1nsc(C(=O)N(c2cccc(F)c2)C(C(=O)NC2CCCC2)c2ccco2)c1N (configuration not stated)	12%	2%	-6%
-3%	nt	?	nt	-13%[60.1 µM]	nt	CC(=O)OC1CC2C(C)(C)C(O)CC[C@@]2(C)C2CC[C@@]3(C)C(c4ccoc4)OC(=O)C4OC43[C@]12C (some centres not stated)	nt	-4%	nt
0%	10%	-5%	?	8%	-14%	O=C(CSc1nc(O)c(Cc2ccccc2)c(=O)[nH]1)Nc1ccccc1	7%	-2%	-20%[59 µM]
-5%	-18%	nt	-4%	-8%[60.1 µM]	-2%	Cc1ccc(-n2cc(-c3ccccc3)c3c(NC4CCCC4)ncnc32)cc1	2%	6%	-32%[59 µM]
0%	-30%	1%	33%	-7%	11%	Cc1cccc(N2CCN(C(=O)c3ccc(N4CCCC4=O)cc3)CC2C)c1 (configuration not stated)	11%	-11%	38%[0.501 µM]
-1%	10%	-5%	51%	-22%	-3%	COc1ccc(NC(=S)NNc2ccc(C(=O)O)cc2)cc1	?	5%	79µM*
-4%	nt	-6%	nt	-5%[60.1 µM]	nt	CN(C)C(=O)c1ccc(-c2nc(Nc3ccccc3)c3ccccc3n2)cc1	nt	nt	2%[0.501 µM]
1%	-2%	2%	8%	-3%	-10%	CCCN1C(=O)CN(C2CCCCCC2)C(=O)C1c1ccc(C)cc1 (configuration not stated)	?	-19%	-3%[12.7 µM]
-7%	41%[activator]	-7%	5%	1%	4%	C=CCOc1ccc2ccccc2c1CNn1c(C)n[nH]c1=S	26%	-16%	nt
-4%	-12%	-4%	-6%	-1%	-15%	O=C(NC(=S)NCC1CCCO1)c1ccco1 (configuration not stated)	99%[activator]	-5%	-36%
-4%	-20%	23%	-1%	-13%	-5%	O=C(CNC(=O)c1ccccc1F)NCCc1ccc(Cl)cc1Cl	80%[activator]	-16%	12%

Some of these compounds in order of count of non-hydrogen atoms, descending:
BLM helicase inh	BAZ2B block	APEX1 inh	Pol beta inh	Pol kappa inh	Pol eta inh	structure	Pol iota inh	Apoferritin bind	G9a inh
-9%	7%	-17%	-2%	2%	-21%	NC(=O)c1nsc(C(=O)N(c2cccc(F)c2)C(C(=O)NC2CCCC2)c2ccco2)c1N (configuration not stated)	12%	2%	-6%
-4%	-20%	23%	-1%	-13%	-5%	O=C(CNC(=O)c1ccccc1F)NCCc1ccc(Cl)cc1Cl	80%[activator]	-16%	12%
-7%	41%[activator]	-7%	5%	1%	4%	C=CCOc1ccc2ccccc2c1CNn1c(C)n[nH]c1=S	26%	-16%	nt

A portion of the library; count on the stated rates, not on these rows.
